Runt-SMMHC FRET – Runt domain-CBFb-SMMHC interaction inhibition. Q01196+Q13951. Cerulean-Runt/Venus-CBFb-SMMHC FRET ratio 530/480, 1 h. inhibition, % at 20 µM. 220,000 compounds, 0.74% hits. AID 1434;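 active = mean inhibition across duplicate retests at 20 µM reaching about 50%, limit read from the data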;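 note: 0% = DMSO wells and 100% = wells with excess untagged CBFb-SMMHC; inhibitors lower the FRET ratio by blocking Runt binding to CBFb-SMMHC; some results filed as inactive read as strong as hits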
Target sequence (Q01196 whole entry, looked up, the tested form may be a part): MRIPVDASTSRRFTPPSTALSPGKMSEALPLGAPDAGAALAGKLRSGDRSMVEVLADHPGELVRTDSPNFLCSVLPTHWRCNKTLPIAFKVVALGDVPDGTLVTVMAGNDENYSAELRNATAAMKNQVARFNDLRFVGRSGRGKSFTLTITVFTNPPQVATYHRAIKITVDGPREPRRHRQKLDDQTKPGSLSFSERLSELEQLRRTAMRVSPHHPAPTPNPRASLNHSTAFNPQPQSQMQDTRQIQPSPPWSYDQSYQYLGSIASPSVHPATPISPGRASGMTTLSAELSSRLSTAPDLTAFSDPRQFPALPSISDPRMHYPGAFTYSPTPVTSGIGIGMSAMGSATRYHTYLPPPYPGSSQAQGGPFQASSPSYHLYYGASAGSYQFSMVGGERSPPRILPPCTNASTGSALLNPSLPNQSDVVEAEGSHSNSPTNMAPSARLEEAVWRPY
Target sequence (Q13951 whole entry, looked up, the tested form may be a part): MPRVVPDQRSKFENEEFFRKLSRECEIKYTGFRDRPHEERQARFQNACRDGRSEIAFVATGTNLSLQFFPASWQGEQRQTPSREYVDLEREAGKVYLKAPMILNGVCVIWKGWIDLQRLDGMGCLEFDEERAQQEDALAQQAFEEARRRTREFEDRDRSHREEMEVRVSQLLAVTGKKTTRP
L929 necroptosis – blocks zVAD induced death of L929 cells | 220,000 compounds, 0.38% hits | AID 1377 | viability rescue, % at 10 µM | L929 zVAD necroptosis rescue, ATP luminescence, 24 h; with zVAD 60 µM;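 active = activation, scaled between plate controls, above about 75%, limit read from the data; inactive = activation under that limit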;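 note: 0% = zVAD with DMSO and 100% = DMSO alone without zVAD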
PERK inh – inhibitors of human PERK kinase. Q9NZJ5. CHO PERK-DD fusion, SEAP luminescence translation reporter. inhibition, % at 5.6 µM. 220,000 compounds, 0.17% hits. AID 1416;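 active = inhibition above the mean inhibition of all tested compounds plus 3 SD, set separately per screening campaign, cut at about 2.9% in these data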;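 note: PERK kinase domain activated by AP20187 dimerizer at 100 nM; 0% = DMSO with dimerizer and 100% = rapamycin at 8.4 µM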
RBBP9 inh – inhibitors of human serine hydrolase RBBP9 | O75884 | AID 1515 | 220,000 compounds, 0.2% hits | inhibition, % at 7.94 µM | recombinant RBBP9, FP-Rh probe fluorescence polarization;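 active = inhibition above the campaign mean of all tested compounds plus 3 SD, cut at about 14% in these data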;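 note: plate controls were DMSO wells with RBBP9 for no effect and wells lacking RBBP9 protein for full effect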
Target sequence (O75884 whole entry, looked up): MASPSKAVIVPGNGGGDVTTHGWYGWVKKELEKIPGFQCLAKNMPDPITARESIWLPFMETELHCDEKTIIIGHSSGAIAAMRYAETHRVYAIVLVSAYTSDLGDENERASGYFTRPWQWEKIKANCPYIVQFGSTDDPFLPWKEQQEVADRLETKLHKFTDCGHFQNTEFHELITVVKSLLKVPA
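Assay system: recombinant human RBBP9; Reagent: Serine-hydrolase probe FP-Rh, 375 nM pre-mixing; Doses: 7.94 µM single dose, 0.794% DMSO; Incubation: 30 min then 45 min, 25 °C; Detection: fluorescence polarization (mP), excitation 525 nm, emission 598 nm; Evaluation: percent inhibition from mP, scaled between DMSO and no-protein wells.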
Hck Nef HTS – inhibitors of human Hck kinase activated by Nef | P08631 | Recombinant Hck-YEEI plus Nef, Z-Lyte FRET kinase assay | inhibition, % at 20 µM | 220,000 compounds, 0.68% hits | AID 463187;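 active = Hck-Nef kinase inhibition above about 50%, limit read from the data; inactive = inhibition below that limit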;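 note: 0% = DMSO with Hck plus Nef and 100% = Hck alone without Nef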
TNF death inh – TNF-alpha cell death inhibition in Jurkat FADD-/- cells. activation (protection from cell death), % at 10 µM. 220,000 compounds, 0.068% hits. Jurkat FADD-/- TNF necroptosis rescue, ATP luminescence, 24 h; 0 = TNF only, 100 = no-TNF cells;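 active = activation, meaning protection from cell death, of at least 50% relative to plate controls; inactive = activation below 50%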;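 note: necroptosis triggered by 40 ng/mL TNF-alpha added together with compound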
EP2 mod – EP2 receptor (human) modulation; induction, % at 25 µM; EP2-expressing cells, cAMP HTRF FRET, PGE2 co-stimulation; 260,000 compounds, 0.83% hits; AID 940; P43116;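 active = compounds whose cAMP rise, as percent of the full-agonist control response, exceeds 60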;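 note: rat C6 glioma line stably carrying human EP2 under a CMV promoter; the protocol text gives 20 µM as final concentration; 100% = response of wells given 1 µM PGE2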
EP2 antag – blocks the human prostaglandin E2 receptor EP2 | C6 glioma cells expressing human EP2, cAMP TR-FRET; cells stimulated with saturating PGE2 | AID 1422 | P43116 | inhibition, % at 25 µM | 260,000 compounds, 0.52% hits;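 active = percent inhibition above 40 after rounding to a whole number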;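 note: rat C6 glioma host cells with rolipram phosphodiesterase inhibitor present; the protocol text gives 20 µM as final concentration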
Runt-CBFb FRET – blocks binding of human RUNX1 Runt domain to CBFb; Cerulean-Runt/Venus-CBFb FRET ratio 530/480, 1 h; inhibition, % at 20 µM; 220,000 compounds, 0.46% hits; AID 1496;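 active = inhibition over about 50% at 20 µM in the single-dose screen, limit read from the data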;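 note: 0% = DMSO wells and 100% = excess unlabeled CBFb competitor control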
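test system = Cerulean-Runt domain fusion protein, energy donor | probe or stimulus = Venus-CBFb binding partner, 100 nM | incubation = two 1 h room-temperature incubations shielded from light | detection = fluorescence energy transfer, 422 nm excitation, 530/480 nm emission | measure = loss of energy transfer signal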
* = called active by the depositor; nt = no result given; & = joins results of further samples.

SMILES	Runt-SMMHC FRET	L929 necroptosis	PERK inh	RBBP9 inh	Hck Nef HTS	TNF death inh	EP2 mod	EP2 antag	Runt-CBFb FRET
OC1CCN(Cc2cccc(Oc3ccccc3)c2)CC1	2	0.5	1.7	3	-5	1.3	-11	2	-1
O=C(CSc1nccn1-c1ccccc1)NCc1ccc2c(c1)OCO2	0	-0.2	1.9	6	1	0.3	7	13	2
COc1cc(C(=O)NS(=O)(=O)c2ccccc2C)ccc1Cc1cn(C)c2ccc(NC(=O)OC3CCCC3)cc12	-13	nt	0.9	-4	nt	nt	nt	11	-7
c1ccc(CCn2nnnc2CN2CCN(C3CCCC3)CC2)cc1	-6	1.4	0.2	-5	7	1.5	-1&-8	11&8	3
CC1(C)C(C=C(Cl)Cl)C1C(=O)N1CCN(Cc2ccccc2)CC1 (stereo not drawn)	0	1.2	2.1	5	7	3.1	-9	10	-5
CCOC(=O)N1CCC(NC(=O)C2CCCN(C(=O)c3cc4sccc4n3C)C2)CC1 (stereo not drawn)	2	0.7	0.2	1	20	-0.9	-8	10	-1
c1ccc(CN2CCC(Nc3ncnc4sccc34)CC2)cc1	2	0.5	-0.2	-1	20	-1.7	-24	4	1
COCCCNC(=O)CCc1nc(-c2ccccc2)no1	0	0.2	0.4	0	0	0.2	2	3	1
CCC(=O)Nc1cc(C(=O)OCC(=O)c2ccccc2Cl)ccc1C	-4	0.1	-0.8	-10	-2	-2.3	-27	10	0
O=C(CN1CCC(n2nnc3ccccc32)CC1)NCc1cccs1	1	0.1	0.0	2	2	-1.2	-14&-61	11&8	-1
CCOC(=O)c1cc(-c2ccccc2)sc1NC(=O)CSc1nnnn1C	-3	1.3	-1.2	-6	3	0.0	53	7	-6
CCN(CC)CCCN1C=C2C(=O)C(C)(OC(=O)C3CCCC3)C(=O)C(c3ccccc3)=C2C=C1CCCC(=O)OC (stereo not drawn)	-21	0.2	nt	nt	10	1.4	13	13	2
COc1ccccc1CN1C(=O)CCC1(C)C(=O)NCc1cccnc1 (stereo not drawn)	-4	0.0	0.9	-4	4	-1.7	15	7	-2
O=C1Nc2ccccc2C(=O)N2CCCCC12 (stereo not drawn)	4	3.6	1.0	3	18	0.1	-6&-20	3&7	0
O=C(N/N=C/C=C\c1ccc([N+](=O)[O-])cc1)c1cccnc1	-16	-0.2	1.5	-2	5	4.2	-21	20	-2

Already shown: 9 of the compounds above.
SMILES	Runt-SMMHC FRET	L929 necroptosis	PERK inh	RBBP9 inh	Hck Nef HTS	TNF death inh	EP2 mod	EP2 antag	Runt-CBFb FRET
OC1CCN(Cc2cccc(Oc3ccccc3)c2)CC1	2	0.5	1.7	3	-5	1.3	-11	2	-1
O=C(CSc1nccn1-c1ccccc1)NCc1ccc2c(c1)OCO2	0	-0.2	1.9	6	1	0.3	7	13	2
COc1cc(C(=O)NS(=O)(=O)c2ccccc2C)ccc1Cc1cn(C)c2ccc(NC(=O)OC3CCCC3)cc12	-13	nt	0.9	-4	nt	nt	nt	11	-7
c1ccc(CCn2nnnc2CN2CCN(C3CCCC3)CC2)cc1	-6	1.4	0.2	-5	7	1.5	-1&-8	11&8	3
CC1(C)C(C=C(Cl)Cl)C1C(=O)N1CCN(Cc2ccccc2)CC1 (stereo not drawn)	0	1.2	2.1	5	7	3.1	-9	10	-5
CCOC(=O)N1CCC(NC(=O)C2CCCN(C(=O)c3cc4sccc4n3C)C2)CC1 (stereo not drawn)	2	0.7	0.2	1	20	-0.9	-8	10	-1
c1ccc(CN2CCC(Nc3ncnc4sccc34)CC2)cc1	2	0.5	-0.2	-1	20	-1.7	-24	4	1
COCCCNC(=O)CCc1nc(-c2ccccc2)no1	0	0.2	0.4	0	0	0.2	2	3	1
CCC(=O)Nc1cc(C(=O)OCC(=O)c2ccccc2Cl)ccc1C	-4	0.1	-0.8	-10	-2	-2.3	-27	10	0

Going on with the list:
SMILES	Runt-SMMHC FRET	L929 necroptosis	PERK inh	RBBP9 inh	Hck Nef HTS	TNF death inh	EP2 mod	EP2 antag	Runt-CBFb FRET
Cn1c(=O)c2c(ncn2CC(=O)OCC(=O)Nc2ccc(Cl)cc2)n(C)c1=O	-3	1.2	0.3	-7	-65	-0.7	-10	4	0
O=C(O)/C(=C\c1ccco1)NC(=O)c1ccccc1	-3	-0.3	0.6	-11	3	0.3	8	4	7
Cc1nc2sc3c(c2c(=O)n1NC(=O)CCl)CCCC3	8	-0.4	0.5	-4	22	-1.8	21	12	5
Cc1ccc2nc(CSc3nnc(Cc4cccs4)n3C3CCCCC3)cc(=O)n2c1	0	-0.7	-0.6	7	0	0.3	35	6	-2
COc1ccccc1Nc1nc(N)nc(CN2CCN(Cc3ccc4c(c3)OCO4)CC2)n1	-4	-0.1	0.3	8	10	-2.6	-17	9	0
CNC(=O)C(NC(=O)Nc1ccc(C)cc1)C(C)(C)C (stereo not drawn)	-4	1.2	1.2	2	12	0.8	-4	8	1
CCC(C)C(NC(=O)c1ccccc1NC(=O)c1ccco1)C(=O)O (stereo not drawn)	2	0.9	0.2	-2	2	-2.8	4	2	0
CC1(C)CC(=O)C(C=NCc2ccccn2)=C(O)C1	0	0.0	2.4	-5	-1	0.1	5	8	-2
COc1ccc(C(=O)N(Cc2ccco2)C(C(=O)NC2CCCC2)c2ccc(O)cc2)cc1OC (stereo not drawn)	-2	1.0	-1.2	-5	-1	-2.4	12	13	2
C/C=C/CSc1nc2c(c(=O)[nH]c(=O)n2C)n1Cc1ccc(C)cc1	-10	1.0	0.0	-8	23	-2.9	45	6	1
CN(c1ncc(C(F)(F)F)cc1Cl)N1C(=O)C2ONC3(C(=O)CC(C)(C)CC3=O)C2C1=O (stereo not drawn)	3	-0.2	0.1	-6	15	1.0	29	6	-1
CC(C(=O)Nc1cccc([N+](=O)[O-])c1)n1nnc2ccccc21 (stereo not drawn)	-2	-0.2	2.0	-10	0	-0.2	9	15	-3
Cc1cc(OC(=O)N2CCCCC2)cc(C)c1Cl	3	-0.4	0.2	3	8	-0.9	25	10	-1
COC(=O)c1oc2ccc(Br)cc2c1NC(=O)CCN1CCOCC1	-1	-0.2	-0.8	-3	3	1.1	2	9	1
Clc1cccc(CON/C=N/c2ncnc3sccc23)c1	-4	0.5	1.5	7	1	-5.1	-55	3	-2
CCOc1ccccc1Nc1nc(-c2sc(NC(=O)c3ccccc3)nc2C)cs1	2	0.8	-1.2	-6	-1	-1.9	22	12	8
CCCc1ccc(Oc2cn[nH]c2-c2ccc(O)c(C)c2O)cc1	2	-0.2	1.0	-10	-2	-5.6	-17	53*	-3
CCOC(=O)C1=C(C)Nc2nnnn2C1c1ccc(OC)c(Br)c1 (stereo not drawn)	-5	0.2	-0.9	0	12	-0.6	9	8	-4
Cc1ccc(-n2c(SCC(=O)NCC3CCCO3)nc3n[nH]c(C)c3c2=N)cc1Cl (stereo not drawn)	0	2.4	-1.6	-12	1	-4.6	-11	19	-4
COc1cc(/C=C2\COC/C(=C\c3ccc(O)c(OC)c3)C2=O)ccc1O	-38	55	-0.3	-2	-1	-18	-62	26	-14
O=C(OC1CCOC1=O)c1cccc(S(=O)(=O)Nc2ccc(F)cc2)c1 (stereo not drawn)	0	0.1	-0.2	-6	2	0.0	-20	8	-2
COc1ccc(-c2cc(-c3nnc(COC(=O)C4CC4)o3)c3ccccc3n2)cc1OC	-34	0.2	-1.1	-18	-62	-11	31	14	-15
Cc1cc(C)cc(N2CCCC2=O)c1	2	0.0	1.7	4	0	-1.4	-5	9	-3
CC(C)CCNC(=O)NC(=O)CSc1ncccn1	2	3.3	0.3	-5	-39	3.6	-2	9	2
Cc1ccsc1/C=N/NC(=O)CC(=O)NCC(C)C	-1	1.3	0.8	0	-32	0.9	2	4	1
CN(C)CCNC(=O)c1cc2ccccc2oc1=O	-1	0.6	-0.3	3	13	0.8	11	12	-1
COc1ccccc1OCC(=O)NNC(=S)NC(=O)c1ccco1	-6	-0.5	0.4	-8	2	-1.1	41	6	3
Cn1c(=Nc2ccccc2)sc2ccccc21	-2	-0.1	0.2	4	4	-1.8	6	7	-1
CCCCn1c(=O)[nH]c(=O)c2c1nc(-c1ccc(OCCC)c(OCC)c1)n2C	3	-0.3	0.9	-4	25	5.1	5	4	-3
CCN1CCN(c2nc3c(C)cccn3c(=O)c2/C=C(\C#N)S(=O)(=O)c2ccc(C)cc2)CC1	-96	0.1	-0.7	-3	-1	1.1	27	11	-45
NC(=S)N/N=C\c1ccc(-c2cccc(Cl)c2Cl)o1	2	-0.6	-0.8	-10	7	-17	-12	19	15
COc1cccc(Nc2nc3ccccc3n2C(C)C)c1	0	0.3	-0.1	-7	4	1.6	6	10	-1
Cn1ccc(C(=O)Nc2ccc(Br)cc2Br)n1	0	1.5	0.4	-2	3	-0.8	-1	8	-1
CCOc1ccc(CN2CCC(C(=O)N3CCN(c4ccccc4F)CC3)CC2)cc1OC	1	1.4	-0.5	3	-3	-3.8	-24	1	-2
CN1CSC2=C(C#N)C(c3cccc(OCc4ccccc4)c3)CC(=O)N2C1 (stereo not drawn)	39	0.9	1.7	-7	2	0.0	-8	14	11
CCN(CCNC(=O)CC1Oc2ccccc2NC1=O)c1ccccc1 (stereo not drawn)	2	0.2	-1.2	-1	0	0.0	-16	18	4
CCOC(=O)CNS(=O)(=O)c1ccc2c3c(cccc13)C(=O)N2CC	86*	1.9	0.7	-1	-53	-0.2	-40	12	0
Cc1ccc(C(=O)N/N=C\c2sccc2C)cn1	0	1.4	-0.2	-4	11	0.8	-11	8	0
CCOc1ccc(CCNC(=O)COc2cc(=O)n(C)c3ccccc23)cc1OCC	-2	6.2	0.2	-3	21	-0.5	-5	7	-1
Cc1ccc(-c2nc(COC(=O)c3c(C)noc3C)cs2)cc1	-1	-0.1	0.1	-9	7	-6.4	3	3	-2
CC(C)(C)C(=O)Nc1cc(C(F)(F)F)ccc1N1CCOCC1	-4	0.5	0.6	3	8	-0.4	-28&24	10&8	-2
BrC(/C=N/N1CCN(Cc2ccccc2)CC1)=C/c1ccccc1	1	-0.2	-0.2	-4	14	-3.9	-27	8	2
Nn1c(-c2ccco2)n[nH]c1=S	4	0.3	0.3	-4	0	-2.3	-14	7	6
CCCCOC(=O)CSc1nc(N)c(C#N)c(-c2ccc(OC)cc2)c1C#N	2	1.6	1.6	-1	2	0.3	41	15	0
Cc1ccc(-c2noc(CN3CCCCC3)n2)cc1	-2	0.1	-0.8	-1	-2	0.9	18	3	-1

Bioassay records deposited in PubChem BioAssay by several laboratories.

An excerpt; count on the stated rates, not on these rows.
